Hck Nef HTS – human Hck-Nef kinase inhibition | Recombinant Hck-YEEI plus Nef, Z-Lyte FRET kinase assay | AID 463187 | 220,000 tested, 0.68% active | inhibition, % at 20 µM;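 active means Hck-Nef kinase inhibition above about 50%, limit read from the data; inactive means inhibition below that limit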;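 further: 0% = DMSO with Hck plus Nef and 100% = Hck alone without Nef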
14-3-3 Bad PPI – disrupts binding of bovine 14-3-3 zeta to phospho-Bad peptide; 220,000 tested, 0.71% active; inhibition, % at 21.7 µM; P63103; TR-FRET 14-3-3zeta/Dy647-pBad peptide displacement, 1 h; AID 781;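 active means inhibition above about 70%, limit read from the data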;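 further: 0% = full 14-3-3 plus peptide FRET controls and 100% = background without 14-3-3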
Rad51 HR inh – Rad51 (human) homologous recombination inhibition; Q06609; hRad51 DNA strand exchange, fluorescence dequenching; inhibition, % at 10 µM; 200,000 tested, 0.085% active; AID 1385;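 active means inhibition above 40% at the single screening dose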;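 further: 0% = DMSO control wells and 100% = blanks with heterologous ssDNA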
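Test system: preformed human Rad51 ssDNA filaments. Compound dosing: single dose, 10 µM final compound. Incubation: filaments 15 min 37 °C, then compound 30 min. Technique: FRET fluorescence dequenching, excitation 485 nm, emission 520 nm. Read-out basis: percent inhibition from fluorescence, normalised to plate control and blank means. Benchmarks: plate controls and plate blanks.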
eIF4E 4G PPI – blocks eIF4E binding to eIF4G. P63073+Q04637. TR-FRET eIF4E-eIF4GI(517-606) binding, 2 h. inhibition, % at 21.7 µM. 220,000 tested, 0.37% active. AID 782;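 active means inhibition above about 30%, limit read from the data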;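 further: 0% = full FRET control wells and 100% = background wells lacking eIF4GI fragment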
Target sequence (P63073 whole entry, looked up, the tested form may be a part): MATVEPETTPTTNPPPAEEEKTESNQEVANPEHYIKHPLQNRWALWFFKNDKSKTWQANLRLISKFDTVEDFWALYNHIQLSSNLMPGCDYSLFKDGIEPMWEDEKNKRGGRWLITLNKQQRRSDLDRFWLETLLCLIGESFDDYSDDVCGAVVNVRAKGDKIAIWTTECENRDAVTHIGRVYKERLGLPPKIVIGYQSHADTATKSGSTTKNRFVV
Target sequence (Q04637 whole entry, looked up, the tested form may be a part): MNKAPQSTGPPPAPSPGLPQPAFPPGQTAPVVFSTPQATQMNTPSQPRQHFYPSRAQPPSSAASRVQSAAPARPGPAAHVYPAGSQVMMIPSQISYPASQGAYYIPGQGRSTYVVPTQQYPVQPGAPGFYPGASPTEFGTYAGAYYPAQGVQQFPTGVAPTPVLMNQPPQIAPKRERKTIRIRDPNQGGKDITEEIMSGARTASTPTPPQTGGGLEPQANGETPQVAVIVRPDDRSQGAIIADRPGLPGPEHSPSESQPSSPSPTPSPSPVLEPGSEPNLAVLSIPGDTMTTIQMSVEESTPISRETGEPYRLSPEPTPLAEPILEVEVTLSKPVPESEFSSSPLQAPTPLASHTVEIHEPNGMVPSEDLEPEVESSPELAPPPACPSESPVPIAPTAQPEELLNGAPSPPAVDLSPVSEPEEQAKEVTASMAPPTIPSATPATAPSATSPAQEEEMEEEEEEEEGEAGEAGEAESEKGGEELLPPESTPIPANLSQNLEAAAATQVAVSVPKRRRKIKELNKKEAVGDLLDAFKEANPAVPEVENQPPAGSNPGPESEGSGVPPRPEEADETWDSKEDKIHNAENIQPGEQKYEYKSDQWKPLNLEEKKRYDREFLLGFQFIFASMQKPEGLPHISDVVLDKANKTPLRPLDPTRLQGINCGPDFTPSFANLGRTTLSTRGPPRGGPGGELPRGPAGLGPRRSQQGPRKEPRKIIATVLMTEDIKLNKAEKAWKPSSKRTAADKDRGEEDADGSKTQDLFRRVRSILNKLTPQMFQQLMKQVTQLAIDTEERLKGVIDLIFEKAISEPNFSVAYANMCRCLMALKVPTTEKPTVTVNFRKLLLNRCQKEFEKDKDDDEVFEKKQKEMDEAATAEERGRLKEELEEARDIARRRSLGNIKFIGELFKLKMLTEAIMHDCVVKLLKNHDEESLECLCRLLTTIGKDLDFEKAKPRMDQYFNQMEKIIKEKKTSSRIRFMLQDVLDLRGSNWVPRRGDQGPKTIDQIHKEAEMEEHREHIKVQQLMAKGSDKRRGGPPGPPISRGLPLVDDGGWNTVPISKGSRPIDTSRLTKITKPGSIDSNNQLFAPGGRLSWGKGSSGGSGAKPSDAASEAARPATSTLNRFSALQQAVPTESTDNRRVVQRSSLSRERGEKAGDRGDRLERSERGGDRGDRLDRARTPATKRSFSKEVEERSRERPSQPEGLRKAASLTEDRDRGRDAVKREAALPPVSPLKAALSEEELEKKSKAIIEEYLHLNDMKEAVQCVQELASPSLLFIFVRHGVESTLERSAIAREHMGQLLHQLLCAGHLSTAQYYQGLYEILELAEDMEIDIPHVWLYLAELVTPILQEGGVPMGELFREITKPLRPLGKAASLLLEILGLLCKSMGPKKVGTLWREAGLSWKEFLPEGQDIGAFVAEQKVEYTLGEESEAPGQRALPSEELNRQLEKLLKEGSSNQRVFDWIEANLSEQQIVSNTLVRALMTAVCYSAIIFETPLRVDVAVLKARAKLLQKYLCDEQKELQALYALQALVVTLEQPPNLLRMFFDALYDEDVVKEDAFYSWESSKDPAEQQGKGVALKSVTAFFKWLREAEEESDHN
EP2 antag – EP2 receptor (human) inhibition; C6 glioma cells expressing human EP2, cAMP TR-FRET; cells stimulated with saturating PGE2; inhibition, % at 25 µM; 260,000 tested, 0.52% active; AID 1422;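 active means percent inhibition above 40 after rounding to a whole number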;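 further: rat C6 glioma host cells with rolipram phosphodiesterase inhibitor present; the protocol text gives 20 µM as final concentration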
EP2 mod – modulators of human EP2 prostaglandin E2 receptor; P43116; AID 940; 260,000 tested, 0.83% active; induction, % at 25 µM; EP2-expressing cells, cAMP HTRF FRET, PGE2 co-stimulation;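 active means compounds whose cAMP rise, as percent of the full-agonist control response, exceeds 60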;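 further: rat C6 glioma line stably carrying human EP2 under a CMV promoter; the protocol text gives 20 µM as final concentration; 100% = response of wells given 1 µM PGE2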
m-calpain inh – inhibitors of pig calpain II | purified calpain II, fluorogenic peptide substrate, 30 min | inhibition, % at 16 µM | 220,000 tested, 0.37% active | AID 1236;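 active means inhibition above about 50%, limit read from the data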
Tb hexokinase – blocks Trypanosoma brucei hexokinase 1 activity; recombinant TbHK1, G6PDH-coupled NADH A340; inhibition, % at 10 µM; 220,000 tested, 0.11% active; AID 1430;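 active means inhibition of 50% or more in the single-dose primary screen; inactive means inhibition below 50%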
zVAD death inh – blocks zVAD induced death of L929 cells. L929 zVAD necroptosis rescue, ATP luminescence, 24 h; with zVAD 60 µM. viability rescue, % at 10 µM. 220,000 tested, 0.38% active. AID 1377;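 active means activation, scaled between plate controls, above about 75%, limit read from the data; inactive means activation under that limit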;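 further: 0% = zVAD with DMSO and 100% = DMSO alone without zVAD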
The depositor's hits bear a star; . = no result given; [ ] = another dose, or the depositor's remark.

SMILES	Hck Nef HTS	14-3-3 Bad PPI	Rad51 HR inh	eIF4E 4G PPI	EP2 antag	EP2 mod	m-calpain inh	Tb hexokinase	zVAD death inh
CCOCCSc1nc2c(c(-c3cccs3)c1C#N)CC/C2=C/c1cccs1	17	9	-14	-5	7	15	-14	-4	-0.5
C1CCN(Cc2nnnn2C2CCCC2)CC1	8	-8	-3	-1[fluorescence artefact?]	.	19	12	-7	-0.7
CN1CCN(C(=O)C2CCN(c3ncc(C(F)(F)F)cc3Cl)CC2)CC1	-23	0	3	-6	13	-5	-2	-6	3.3
CC1CCN(C(=O)Nc2cccc(NC(=O)N3CCC(C)CC3)c2)CC1	3	-7[fluorescence artefact?]	-4	-13	10	1	-24	4	0.4
O=[N+]([O-])c1ccccc1Oc1ncccc1[N+](=O)[O-]	12	6	-14	5	5	-22	7	-3	-0.4
Cc1ccc2c(c1)c1c(n2CC(O)Cn2nc(C)c(Br)c2C)CCCC1 (stereo not drawn)	2	-20[fluorescence artefact?]	-5	5	4	18	26	-6	1.1
CC(C)Cn1c(SCC(=O)N2CCCCC2)nc2ccccc2c1=O	7	9	1	6	6	37	4	0	-0.6
CCOC(=O)C1=C(C)NC(=S)NC1c1ccc(OC(=O)c2ccco2)cc1 (stereo not drawn)	-1	21	.	2	7	-8	33	20	0.0
CC1=C(C(=O)N2CCOCC2)C(c2ccc(OC(F)F)cc2)NC(=S)N1c1ccccc1 (stereo not drawn)	-7	-4	20	-2	5	-4	22	5	-0.9
NS(=O)(=O)c1ccc(NC(=O)CN2C(=O)c3ccccc3C2=O)cc1	18	-6	19	-3	4	-8	3	-5	-0.6
CN1CCN(CC(=O)N/N=C\c2c[nH]c3ccccc23)CC1	2	10	.	-2	8	9	13	-3	0.1
COC(=O)c1ccc(NC(C)C(=O)OC)c([N+](=O)[O-])c1 (stereo not drawn)	4	-21	3	3	9	15	3	-3	1.2
Cn1c(=O)c2cc(NC(=O)c3ccccc3Cl)c(=O)oc2n(C)c1=O	-20	10	3	16	16	8	-13	-28	1.4
CC(=O)c1cccc(NC(=O)N2CCCC2C(=O)Nc2ccc3c(c2)OCCO3)c1 (stereo not drawn)	26	-9	8	0	9	11	-38	-4	0.0
CCNC(=O)NC(=O)COC(=O)C1CSC2(C)CCC(=O)N12 (stereo not drawn)	1	-3	.	-1	7	-18	3	4	-0.5
CCOC(=O)C1=NOC(CNc2ncc(C(F)(F)F)cc2Cl)C1 (stereo not drawn)	2	-12	28	1	3	16	-13	4	0.5
CC(C)COc1ccc(C(=O)OCCN2CCOCC2)cc1	-10	2	12	3	4	3	4	5	.
O=C(N/N=C\c1ccc(-c2ccccc2[N+](=O)[O-])o1)C1COc2ccccc2O1 (stereo not drawn)	3	3	-3	4	11	-6	-6	-13	1.2
Cn1c(CNc2ccccc2O)nc2ccccc21	7	1	6	-3	15	-7	-40	-1	6.1
CN(C)CCCn1c(SCCN2C(=O)c3ccccc3C2=O)nc2ccccc2c1=O	3	-6	-1	1	12	-26	-20	-5	-1.0
CCOC(=O)C1CCN(S(=O)(=O)c2cnc[nH]2)CC1	-5	7	12	5	8	-14	-9	0	4.6
CC(C)c1nnc(NC(=O)CS(=O)(=O)Cc2ccccc2)s1	12	-1	-5	0	0	18	16	6	0.0
COc1ccccc1C(=O)Nc1nnc(C)s1	3	-19[fluorescence artefact?]	-4	-15[fluorescence artefact?]	5	-2	-7	-2	-0.7
Nc1c(NCCCN2CCOCC2)c2ccccc2oc1=O	2	-3	-3	-3	11	-15	-1	-18	0.1
CCCN(CCC)CCCNC(=O)C(NS(=O)(=O)c1ccc2c(c1)CCC(=O)N2)c1ccccc1 (stereo not drawn)	22	-6	-13	1	6	20	-52	4	1.3
COCCCNC(=O)CS(=O)Cc1nc(-c2ccccc2C)oc1C (stereo not drawn)	8	4	-4	1	7	9	5	-1	0.3
Cc1ccnc(NC(=O)C2COc3ccccc3O2)c1 (stereo not drawn)	-1	60	10	-47	4	-3	20	7	1.0
Cc1nc2ccccc2c2c1C(=O)N(C1CCCCCCC1)C2=O	0	13	-2	-4	13	14	-43	-13	-0.1
Nn1c(SCC(=O)Nc2ccc3c(c2)OCO3)nnc1C1CCCCC1	8	-9	.	5	.	32	3	2	0.1
Cn1c(=O)n(C)c2cc(CNc3ccc(N4CCOCC4)c(C(=O)O)c3)ccc21	0	-3	5	1	9	-8	-198	1	-0.3
O=C(/C=C1\NCC2c3ccccc3CCN2C1=O)c1ccccc1 (stereo not drawn)	-1	-2	2	-1	7	20	-1	10	0.1
COc1ccc(C2CN=NC2C(=O)c2ccccc2)cc1 (stereo not drawn)	20	4	-5	-2	4	15	-31	-19	0.1
Cc1cc(C)n2nc(SCC(=O)Nc3ccc(F)cc3)nc2n1	0	4	-2	6	3	11	17	3	2.1
CCCCOC(=O)CSc1n[nH]c(=O)[nH]c1=O	-2	17	-5	10	3	-18	4	-4	1.0
O=C(Nc1nc2cc3c(cc2s1)OCCO3)c1ccc(N2C(=O)CCC2=O)cc1	2	1	.	-3	4	-3	-102	-18	-0.4
Nc1nc(NC(=O)/C=C\C(=O)O)nn1-c1ccccc1	27	-1	-11	0	9	5	-7	-3	1.3
Clc1ccc(-c2cnc3ccccc3n2)cc1	8	-6[fluorescence artefact?]	15	-2	6	30	-9	2	0.7
CNC(=O)/C(C#N)=C/c1ccc(-c2ccc(Cl)cc2)o1	28	-3	15	0	14	-57	0	-10	0.6
N#Cc1ccc(/C=C(\C(=O)C(=O)O)c2ccc3ccccc3n2)cc1	32	-2	-18	-2	6	19	-21	-27	-0.1
CCOc1ccc(C2C(C#N)=C(N)N(c3sc4c(c3C#N)CCCC4)C3=C2C(=O)CCC3)cc1 (stereo not drawn)	0	-10	-8	3	10	26	4	-1	1.4

Continued, overlapping the part above by 3 compounds.
SMILES	Hck Nef HTS	14-3-3 Bad PPI	Rad51 HR inh	eIF4E 4G PPI	EP2 antag	EP2 mod	m-calpain inh	Tb hexokinase	zVAD death inh
CNC(=O)/C(C#N)=C/c1ccc(-c2ccc(Cl)cc2)o1	28	-3	15	0	14	-57	0	-10	0.6
N#Cc1ccc(/C=C(\C(=O)C(=O)O)c2ccc3ccccc3n2)cc1	32	-2	-18	-2	6	19	-21	-27	-0.1
CCOc1ccc(C2C(C#N)=C(N)N(c3sc4c(c3C#N)CCCC4)C3=C2C(=O)CCC3)cc1 (stereo not drawn)	0	-10	-8	3	10	26	4	-1	1.4
Cc1cccc(NC(=O)CSc2nnc(-c3cnccn3)n2Cc2ccco2)c1	1	-18[fluorescence artefact?]	-6	-2	8	10	-29	0	0.0
CSc1nc(N)c(C#N)c(-c2ccc(Cl)cc2)c1C#N	0	7	4	-21	17	-4	-20	-12	0.3
C/C(=N\NC(=O)C1COc2ccccc2O1)c1ccc(C)o1 (stereo not drawn)	3	-12	-1	-3	12	21	-1	-7	0.2
CCOC(=O)C(C(=O)N(C)C)c1ncc(C(F)(F)F)cc1Cl (stereo not drawn)	4	-2	-1	5	12	38	-10	2	-0.1
CCOc1ccccc1NC(=S)NCc1ccco1	0	-12	-1	-3	9	-5	7	-2	-0.8
NC(=O)C1=C[C@H](c2csc3ccccc23)C[C@H](OCCCCO)O1	1	-2	10	1	9	-33	-2	3	0.0
Cc1cc(NC(=O)CSc2nc3sc(C)c(C)c3c(=O)n2C2CCCC2)no1	0	0	-8	1	24	-1	14	-2	-0.2
O=C(CCn1nnc2ccccc21)N1CCC(O)(c2cccc(F)c2)CC1	-5	-11	2	-1	7	22	9	3	1.9
O=C(Cn1c(C(=O)NCc2ccco2)cc2sccc21)c1ccccc1	-1	-3	.	3	.	1	43	8	-0.6
Cc1ccc(S(=O)(=O)N2CCOCC2)cc1C(=O)Nc1ccccn1	8	5	-2	5	9	36	-8	1	-0.5
COc1cccc(-c2n[nH]c(=S)n2Cc2ccco2)c1OC	-10	-8	1	-1[fluorescence artefact?]	6	-15	-12	-1	-0.1
O=C(OC1CCN(c2ccc([N+](=O)[O-])cc2)CC1)c1ccccc1	1	-12	-2	9	1	-11	-14	-2	-0.1
Cn1c(=O)c2c(-c3ccccc3)n(N3CCOCC3)cc2n(C)c1=O	2	-11	-3	4	18	5	-41	-5	0.2
C=CCN1C(=O)CN=C1Nc1ccccc1	0	-19	1	-1	15	4	20	-2	-0.2
O=C(/C=C/c1ccc(Cl)cc1)N(Cc1ccccc1)c1ccccn1	15	-5	-16	4	2	26	14	-4	23
CCC1(C)Cc2c(sc3nc(NC)n(C)c(=O)c23)CO1 (stereo not drawn)	-2	32[fluorescence artefact?]	.	0	.	-3	-21	-8	3.0
Cc1ccc(C)c(N(CC(=O)Nc2cc(Cl)ccc2Oc2ccccc2)S(C)(=O)=O)c1	1	7[fluorescence artefact?]	4	-2[fluorescence artefact?]	14	30	0	-2	0.4
COC(=O)c1[nH]c2ccccc2c1NC(=O)/C=C/c1ccc2c(c1)OCO2	1	-6[fluorescence artefact?]	15	1	5	-2	-34	-3	0.4
CCn1cc(C(=O)NCc2ccncc2)c(=O)c2cc(F)c(N3CCN(C(=O)c4ccco4)CC3)cc21	11	-3	.	4	13	9	6	-38	-0.3
O=C(NNC(=O)c1cccs1)c1ccc(Cl)c(Cl)c1	1	-11[fluorescence artefact?]	3	-1	5	0	-9	-6	0.7
CC(=O)N1CCc2cc(N=NC3=C(O)CC(C)(C)CC3=O)ccc21	-8	-2	-8	6	6	-6	11	-4	0.1
C=CCn1c(SCC(=O)Nc2ccc3c(c2)OCO3)nnc1-c1ccccc1O	7	7	.	0	5	6	-12	8	-0.5
Cc1nc(-n2ncc(C#N)c2N)c2c3c(sc2n1)CCC3	6	42[fluorescence artefact?]	4	4	2	28	-5	-12	0.1
C(#CC1CCCCC1)c1ccc2c(c1)COc1c3ccccc3nn1-2	25	2	6	0	8	12	-15	-8	-0.5
NS(=O)(=O)c1ccc(N/C=C\C(=O)c2ccc3ccccc3c2)cc1	8	48	-13	5	14	13	-96	-20	1.3
CC(=O)Nc1cc(C)c(S(C)(=O)=O)c(C)c1	-4	1[fluorescence artefact?]	6	-19	2	-17	10	7	0.5
O=C(Nc1ccc(Cl)c(S(=O)(=O)N2CCOCC2)c1)c1ccccc1-c1ccc(C(F)(F)F)cc1	2	-16	3	-1[fluorescence artefact?]	8	5	6	16	3.0
CCCn1nnnc1SCC(=O)Nc1cccc(NC(=O)c2ccco2)c1	-1	-5	-2	-6	5	-15	-10	-3	0.5
Cc1c(Nc2c3c(c(C#N)c4nc5ccccc5n24)CCC3)c(=O)n(-c2ccccc2)n1C	6	3	4	1	9	10	-47	-2	-0.3
CN(C)c1cccc(/C=C(\C#N)c2ccccc2)c1	-9	-9	-1	8	20	22	35	-6	-1.5
COc1ccc(OC)c(CNc2ccc(F)c(Cl)c2)c1	0	79*	-2	15	2	19	-39	-3	0.3
Nc1ncnc2c1ncn2[C@H]1C[C@H](O)[C@@H](CO)O1	8	-5[fluorescence artefact?]	4	1	14	0	-16	-2	-1.5

Molecules from the list above that contain an aryl methoxy group:
SMILES	Hck Nef HTS	14-3-3 Bad PPI	Rad51 HR inh	eIF4E 4G PPI	EP2 antag	EP2 mod	m-calpain inh	Tb hexokinase	zVAD death inh
COc1ccccc1C(=O)Nc1nnc(C)s1	3	-19[fluorescence artefact?]	-4	-15[fluorescence artefact?]	5	-2	-7	-2	-0.7
COc1ccc(C2CN=NC2C(=O)c2ccccc2)cc1 (stereo not drawn)	20	4	-5	-2	4	15	-31	-19	0.1
COc1cccc(-c2n[nH]c(=S)n2Cc2ccco2)c1OC	-10	-8	1	-1[fluorescence artefact?]	6	-15	-12	-1	-0.1
COc1ccc(OC)c(CNc2ccc(F)c(Cl)c2)c1	0	79*	-2	15	2	19	-39	-3	0.3

Only part of the results is shown (hit frequency here may not be typical).
